# From PubChem
# LAP4 TOR yeast = modulators of TOR pathway LAP4-GFP in S. cerevisiae; 0.34% of 320,000 active; GFP response vs DMSO, % at 10 µM; S. cerevisiae LAP4-GFP multiplex, flow cytometry GFP, 3 h; median GFP as percent of DMSO wells;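 active = GFP response vs DMSO above a set limit, about the screen mean plus 3 SD, cut at about 150% in these data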
# AHR act = activates the human aryl hydrocarbon receptor | P35869 | AHR-responsive luciferase reporter cells, luminescence | activation, % at 5 µM | 2.5% of 320,000 active; in the data active = activation above about 47%;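 note: 0% = vehicle wells and 100% = reference agonist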
# MEP2-GFP yeast = modulators of TOR pathway MEP2-GFP in S. cerevisiae. S. cerevisiae MEP2-GFP strain, flow cytometry GFP, 3 h; 100% = DMSO control level. GFP response vs DMSO, % at 10 µM. 0.51% of 330,000 active;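 active = GFP response versus DMSO above a set limit, roughly screen mean plus 3 SD, cut at about 180% in these data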;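 note: median GFP fluorescence of the barcode-gated MEP2-GFP cells per well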
# Yeast superoxide = lowers age-related superoxide in aged yeast cells. S. cerevisiae aged cells, superoxide DHE fluorescence; active compounds read low. superoxide response (% of plate mean), % at 10 µM. 0.18% of 330,000 active;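 active = superoxide response under a set limit, about three screen SD below normal, cut at about 65% in these data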;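 note: yeast aged for seven days with compound at 30 °C before DHE staining; 100% = average MFI of all compound-treated wells on the plate with controls excluded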
# proCasp7 act = activates human procaspase-7, counter-screen for procaspase-3 activators. 0.093% of 330,000 active. activation, % at 8.5 µM. P55210. recombinant procaspase-7, Ac-DEVD-pNA absorbance 405 nm; D23A/D198A/D206A triple mutant, cannot self-cleave; scale: DMSO 0, 5 µM enzyme 100;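 active = percent activation above the screen-wide mean plus 3 SD, cut at about 25% in these data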
# Target sequence (P55210 whole entry D23A/D198A/D206A): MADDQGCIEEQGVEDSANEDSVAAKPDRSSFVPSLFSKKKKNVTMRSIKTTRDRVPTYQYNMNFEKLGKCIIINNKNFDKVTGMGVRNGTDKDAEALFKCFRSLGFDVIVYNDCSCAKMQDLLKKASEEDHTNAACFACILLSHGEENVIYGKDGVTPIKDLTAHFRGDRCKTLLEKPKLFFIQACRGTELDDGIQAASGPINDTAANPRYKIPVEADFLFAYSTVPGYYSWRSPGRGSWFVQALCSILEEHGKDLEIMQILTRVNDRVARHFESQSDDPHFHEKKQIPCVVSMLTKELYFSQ
#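 System: Procaspase-7 triple mutant (PC-7 D3A); measure: % activation from two-timepoint absorbance difference, scaled to controls; times: 1 h compound preincubation, 2 h substrate cleavage, 25 °C; also added: Ac-DEVD-pNA substrate, 400 µM as added; measured by: Epi-absorbance of released pNA at 405 nm, two timepoints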
# GASC-1 inh = blocks human GASC-1 demethylase activity; Q9H3R0; GST-JMJD2C(1-420) H3K9me3 demethylation, DELFIA europium; inhibition, % at 2.35 µM; 0.069% of 330,000 active; AID 2099;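 active = more than half of a compound's replicate wells show inhibition beyond 50%, single wells judged on their own value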;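 note: signal counts dimethyl H3K9 product captured on neutravidin plate; 0% = median of DMSO wells and 100% = 0.3 times that DMSO median; strong numbers were not always called active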
# Target sequence (Q9H3R0 1-420 limits assumed): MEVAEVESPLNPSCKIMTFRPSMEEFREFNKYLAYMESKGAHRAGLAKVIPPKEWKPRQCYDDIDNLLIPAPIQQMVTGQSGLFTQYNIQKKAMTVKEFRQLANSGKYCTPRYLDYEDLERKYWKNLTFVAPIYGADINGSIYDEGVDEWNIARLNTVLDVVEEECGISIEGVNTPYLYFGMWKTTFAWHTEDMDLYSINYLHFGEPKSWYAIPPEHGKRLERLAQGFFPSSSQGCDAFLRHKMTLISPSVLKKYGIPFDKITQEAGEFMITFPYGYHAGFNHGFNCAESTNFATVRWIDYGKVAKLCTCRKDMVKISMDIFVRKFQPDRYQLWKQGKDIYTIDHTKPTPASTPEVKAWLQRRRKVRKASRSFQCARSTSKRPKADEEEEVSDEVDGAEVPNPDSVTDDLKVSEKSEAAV
# procasp3 activ = activates human procaspase-3 | P42574 | recombinant procaspase-3 D3A, Ac-DEVD-pNA absorbance 405 nm | activation, % at 8.5 µM | 0.11% of 330,000 active;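 active = activation above the mean of all tested compounds plus 3 SD, cut at about 21% in these data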;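 note: 0% = DMSO alone and 100% = DMSO wells spiked with extra 5 µM PC-3 D3A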
# Target sequence (P42574 whole entry D9A/D28A/D175A): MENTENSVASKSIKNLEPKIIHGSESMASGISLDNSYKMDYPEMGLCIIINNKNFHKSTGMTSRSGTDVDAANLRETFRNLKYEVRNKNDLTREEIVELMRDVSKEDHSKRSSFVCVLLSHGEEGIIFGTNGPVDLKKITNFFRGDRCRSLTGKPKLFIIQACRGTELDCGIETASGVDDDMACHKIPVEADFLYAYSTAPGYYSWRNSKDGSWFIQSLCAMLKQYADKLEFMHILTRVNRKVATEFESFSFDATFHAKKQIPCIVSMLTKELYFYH
#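 material = Procaspase-3 D3A mutant | probe or stimulus = Ac-DEVD-pNA | compound = single dose, 8.5 µM nominal compound, 0.8% DMSO | timing = 1 h preincubation, 2 h reaction | measured by = 405 nm absorbance of p-nitroaniline, reads at 0 and 120 min | benchmarks = DMSO-only low control, 5 µM PC-3 D3A high control | repeats = singlicate, each compound tested once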
# RPL19A-GFP yeast = yeast TOR pathway RPL19A-GFP modulation. S. cerevisiae RPL19A-GFP strain, flow cytometry, 3 h; active compounds read low. 0.3% of 330,000 active. percent response vs DMSO, % at 10 µM;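 active = percent response vs DMSO below 50%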;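 note: median channel GFP fluorescence of the barcoded RPL19A-GFP strain; ratio of sample median GFP to plate DMSO average so 100% = DMSO; lower means less RPL19A-GFP as with rapamycin TOR inhibition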
# The depositor's hits bear a star; i = inactive; . = no result given; & = joins results of further samples.
SMILES,LAP4 TOR yeast,AHR act,MEP2-GFP yeast,Yeast superoxide,proCasp7 act,GASC-1 inh,procasp3 activ,RPL19A-GFP yeast
O=C(Nc1cccc(F)c1)c1cccnc1NCCc1ccccc1,88.7,8.9,95.9,90.3,4.3,-7.1,0.4,99.4
O=C(N1CCN(Cc2ccccc2)CC1)C(Cl)(Cl)Cl,101.3,-0.4,114.8,90.7,5.7,-16.3,-6.3,96.3
CCN=C(NCC)SC1CC(=O)N(c2ccc(OC)cc2)C1=O (stereo not given),100.6,-4.4,106.9,81.0,-15.2,-2.8,-13.6,99.0
CCCCc1ncc(CN2CCC(CC3CCCCO3)(C(=O)OCC)CC2)[nH]1 (stereo not given),95.0,2.9,103.5,89.6,0.2,-5.3,-2.8,102.7
CCCN1C(=O)/C(=N\OCC(=O)NCC(F)(F)F)c2ccccc21,92.9,12.3,97.3,88.2,4.4,-3.1,4.0,98.4
O=C(NC1CCCCC1)C1CCCN(S(=O)(=O)c2cnc[nH]2)C1 (stereo not given),94.5,0.1,97.8,88.6,-9.3,-8.6,-2.9,100.7
CN(CC(=O)Nc1ccc(F)cc1)C(=O)COC(=O)/C=C/c1ccccc1[N+](=O)[O-],98.5,1.9,103.7,112.6,3.9,-218.2,-1.8,95.5
O=C(Nc1nnc(C2CC2)s1)c1ccc(Cl)c(S(=O)(=O)N2CCc3ccccc3C2)c1,94.7,13.9,97.7,107.1,3.6,-1.3,2.1,99.5
COc1ccc(N(C(C)C(=O)Nc2cccnc2)S(C)(=O)=O)cc1 (stereo not given),95.8,0.5,101.1,96.8,7.0,7.6,-1.1,102.1
O=C(NCCN1CCOCC1)c1csc2c1CCCCC2,99.5,1.6,95.4,104.2,1.9,-9.0,-3.0,98.5
COc1ccc(-n2c(CSc3nc(C)cc(C)n3)nnc2SCC(=O)Nc2nccs2)cc1,96.0,-1.1,97.2,103.5,14.2,i,6.1,98.2
Cc1ccc(C2=NOC(C)(c3nnc(-c4ccncc4)o3)C2)cc1 (stereo not given),92.0,1.4,101.2,102.2,-2.1,-7.1,-0.1,92.5
CCOc1ccc(-c2c(C(=O)N/N=C/C3CC=CCC3)nnn2-c2nonc2N)cc1 (stereo not given),93.8,2.1,102.1,118.2,6.2,0.6,6.7,101.9
C=CCNC(=O)c1ccccc1NC(=O)COc1ccccc1,112.2,1.3,97.0,100.0,7.1,-4.0,17.6,100.2
CCC(CC)=NNc1ccc(S(N)(=O)=O)cc1[N+](=O)[O-],111.7,1.6,100.7,98.4,3.5,9.5,-0.9,103.2
COc1ccc(/C=N/NC(=O)c2ccc(Br)cc2)c(OC)c1,100.3,1.4,102.0,103.1,-4.6,5.7,-3.7,106.7
COC(=O)c1cccc(NC(=S)Nc2ccc(Cl)c(Cl)c2)c1,111.2,13.9,102.8,85.7,-1.7,19.2,11.1,95.0
CC1(C)Cc2cccc(OCC(=O)Nc3nccs3)c2O1,90.7,9.0,95.1,107.5,-3.8,7.7,-8.4,93.0
COc1ccc(C(=O)Oc2ccc3c(C)cc(=O)oc3c2C(C)=O)cc1,87.7,-2.7,98.8,97.8,1.5,-2.2,2.0,103.9
COc1ccc([C@H]2CC(=O)C=C(c3cccc(Br)c3)C2)cc1,96.7,7.0,89.3,116.7,8.3,1.0,6.8,90.2
CCC(=O)c1ccc(OCCSc2ncccn2)cc1,98.8,4.8,88.1,115.7,-8.2,4.7,-1.1,92.4
c1ccc(C2=Nn3c(nnc3-c3cccnc3)SC2)cc1,105.0,22.8,108.3,92.8,2.7,-2.0,-2.2,103.6
O=C(CCNC(=O)c1ccc(Cl)cc1)Nc1ccc(F)cc1F,104.0,-4.9,106.1,94.4,-2.8,46.3,5.9,105.0
O=C(CCCOc1ccccc1)N1CCN(S(=O)(=O)c2cccs2)CC1,100.1,4.3,106.8,103.4,-2.9,3.3,5.2,97.9
O=C(CCc1c[nH]c2ccccc12)OCc1cccc([N+](=O)[O-])c1,116.8,3.5,98.3,103.1,-9.3,-10.0,2.4,101.3
CSCCC(NC(=O)c1ccc(Cl)cc1Cl)C(=O)NCc1ccccn1 (stereo not given),105.0,0.6,115.1,100.7,-12.0,5.6,4.3,110.8
CCN(CC(=O)Nc1c(F)cccc1F)C(=O)c1ccc2c(c1)OCO2,92.8,-0.9,89.5,84.1,7.9,3.6,2.4,93.0
CC(=O)/C(=N/Nc1ccccc1[N+](=O)[O-])N1CCCc2ccccc21,110.8,3.8,103.5,105.8,2.7,-3.6,-6.3,100.9
O=C1CCC(=O)N1CCc1c[nH]c2ccccc12,100.6,-5.2,99.5,91.0,-2.4,-10.5,-1.7,97.9
CSc1cccc(NS(=O)(=O)c2cc(Br)cnc2N)c1,109.6,-0.8,109.0,123.8,8.3,-6.9,0.8,108.3

# 3 compounds drawn at random from those above:
SMILES,LAP4 TOR yeast,AHR act,MEP2-GFP yeast,Yeast superoxide,proCasp7 act,GASC-1 inh,procasp3 activ,RPL19A-GFP yeast
O=C(CCNC(=O)c1ccc(Cl)cc1)Nc1ccc(F)cc1F,104.0,-4.9,106.1,94.4,-2.8,46.3,5.9,105.0
CCC(=O)c1ccc(OCCSc2ncccn2)cc1,98.8,4.8,88.1,115.7,-8.2,4.7,-1.1,92.4
CCN(CC(=O)Nc1c(F)cccc1F)C(=O)c1ccc2c(c1)OCO2,92.8,-0.9,89.5,84.1,7.9,3.6,2.4,93.0

# Remaining list, next part
SMILES,LAP4 TOR yeast,AHR act,MEP2-GFP yeast,Yeast superoxide,proCasp7 act,GASC-1 inh,procasp3 activ,RPL19A-GFP yeast
Cc1ccc(NC(=O)CS(=O)CC(=O)NC(C)CCc2ccco2)cc1Cl (stereo not given),95.6,2.7,100.0,99.0,2.3,-0.2,0.1,98.8
O=C(CSc1nnc(-c2ccccc2Cl)n1Cc1ccco1)Nc1ccc2c(c1)OCCO2,92.2,3.3,94.0,89.2,5.0,0.2&-8.1,-0.2,94.7
COc1cc(C(=S)N2CCOCC2)ccc1OS(=O)(=O)c1ccc(NC(C)=O)cc1,98.3,2.0,113.8,88.0,6.9,2.2,3.1,108.1
COc1ccc(S(=O)(=O)CCC(=O)NCCc2cccc(C)c2)cc1,105.8,-1.0,106.5,83.9,-3.3,3.2,8.4,.
Cc1cccc(N2C(=O)CC(SC(N)=Nc3ccccc3)C2=O)c1 (stereo not given),112.4,6.8,91.3,99.8,5.9,8.4,10.1,98.5
CCOc1cc2[nH]c(=S)n(CC3CCCN3CC)c(=O)c2cc1OCC (stereo not given),112.2,1.1,98.6,96.4,-10.2,-6.5,-3.6,104.6
O=C(NCCOc1nc(N2CCOCC2)nc(N2CCOCC2)n1)Nc1ccccc1,74.7,1.7,71.0,91.8,8.5,-6.9,4.5,79.8
CN1C(=O)/C(=N\OC(=O)c2ccccc2Cl)c2ccccc21,103.9,-2.4,101.5,85.2,3.9,13.6,4.5,106.7
CCCCN(CCCC)CCCNC(=O)C1CC(c2ccc(C(F)(F)F)cc2)=NO1 (stereo not given),131.5,0.0,94.2,92.1,6.0,-7.6,-2.1,100.2
O=S(=O)(c1ccc2ccccc2c1)N1CCOCC1,103.5,-0.5,103.3,95.1,-2.8,0.9,-2.0,101.1
CCc1cc2cc(C)cc(C)c2nc1SCC(=O)N1CCCC1,90.8,2.6,92.3,108.9,-6.5,-3.1,0.3,95.7
O=C(Nc1ccc(N2CCOCC2)cc1N1CCOCC1)c1ccco1,96.7,0.2,101.5,108.7,2.5,-3.7,-1.4,100.3
COC(=O)C1=C(Nc2ccccc2NC(=O)c2ccccc2C(=O)O)CSC1,114.2,26.6,95.1,102.6,-12.7,-5.0,-13.2,100.1
Cc1c(Br)c([N+](=O)[O-])nn1CC(=O)NCc1ccccc1,99.4,3.0,108.5,90.1,-2.1,0.3,-2.2,104.3
COC1CCN(C(=O)c2ccc(OC3CCN(CCc4ccccc4)CC3)cc2)CC1,130.6,-0.8,98.6,96.9,1.4,-28.0,1.0,103.7
CC1CCN(CCCCOc2ccc(Cl)cc2)CC1,100.0,0.5,121.2,100.7,-6.2,-7.7,6.7,103.9
Cc1ccc(NCC(O)C(O)C(O)CO)c(N=Nc2ccccc2)c1C (stereo not given),112.4,13.9,109.2,107.8,-7.9,-13.2,-8.4,102.8
O=[N+]([O-])c1ccc(N2CCCC2)cc1NC1CC1,101.3,2.9,107.5,95.4,-11.8,12.1,-6.9,100.0
Cc1cccc(C(=O)NC(=S)N2CCN(C)CC2)c1,104.9,4.0,100.2,100.1,-4.7,1.1,8.7,100.6
O=C(c1ccccc1Sc1c(Cl)cccc1[N+](=O)[O-])N1CCOCC1,92.2,-1.2,99.2,98.0,9.5,-0.1,0.6,101.0

# The last 2 compounds of the part above lead into the next:
SMILES,LAP4 TOR yeast,AHR act,MEP2-GFP yeast,Yeast superoxide,proCasp7 act,GASC-1 inh,procasp3 activ,RPL19A-GFP yeast
Cc1cccc(C(=O)NC(=S)N2CCN(C)CC2)c1,104.9,4.0,100.2,100.1,-4.7,1.1,8.7,100.6
O=C(c1ccccc1Sc1c(Cl)cccc1[N+](=O)[O-])N1CCOCC1,92.2,-1.2,99.2,98.0,9.5,-0.1,0.6,101.0
CN(CC(=O)Nc1ccc(Cl)c(Cl)c1)C(=O)CN1C(=O)NC2(CCCC2)C1=O,104.9,3.5,103.5,98.7,1.4,0.5,10.9,103.7
CCOc1ccc(-n2cc(C(=O)Nc3cccc(OC)c3)c3cc(OC)c(OC)cc3c2=O)cc1,100.3,4.9,94.3,93.3,3.3,-10.2,-2.7,96.6
O=C1Nc2ccccc2C1(O)c1ccccc1 (stereo not given),83.9,-1.1,90.4,93.8,9.6,2.3,-6.8,99.7
OCCCNCc1ccc(N(c2ccccc2)c2ccccc2)cc1,102.8,-4.2,111.0,98.3,5.0,-5.5,-2.2,102.7
Cc1ccc(-c2cc(C(=O)O)n[nH]2)o1,92.0,-0.5,105.0,107.2,-1.7,6.9,-3.3,102.2
C#CCOCCOCCOCCNc1nc(N2CCN(C(=O)[C@H](Cc3ccc(O)cc3)n3cc([C@@H](N)C(C)CC)nn3)CC2)nc(N2CCN(C(=O)[C@H](CCCCN)n3cc([C@@H](N)CC(C)C)nn3)CC2)n1 (stereo not given in full),116.0,-2.7,98.6,95.9,-6.4,10.3,6.7,106.0
CCN(CC(=O)Nc1cc(C)c(Cl)cc1OC)CC(=O)NC1CCS(=O)(=O)C1 (stereo not given),89.9,-1.0,98.2,98.8,-7.6,14.7,-0.1,102.2
O=C(N/N=C/c1cccnc1)c1cccs1,104.2,11.1,94.0,106.9,-0.8,-25.4,-4.4,98.4
Cc1cccc(N2CCN(CCCNC(=O)C3CCCN(c4ncnc5c4nc4n5CCCCC4)C3)CC2C)c1 (stereo not given),95.9,1.8,103.2,91.0,7.9,-14.2,1.0,105.4
Cc1csc(NC(=O)c2cc(-c3ccco3)nc3ccccc23)n1,98.3,27.9,107.2,139.6,-16.7,3.1,2.8,104.5
COc1cc(C)c(S(=O)(=O)N2CCOCC2)c(C)c1C,99.5,-1.0,97.1,107.7,0.1,-9.8,-0.6,96.4
CC(=O)NCCOc1nc(N(C)C)nc(N2CCOCC2)n1,96.5,3.0,94.9,97.4,9.5,13.3,2.0,95.7
